Screening data as filed in PubChem BioAssay.
M18AAP inhibitor: PfM18AAP enzyme inhibition; 1.2% of 290,000 active; inhibition, % at 7.35 µM; recombinant PfM18AAP, H-Glu-NHMec fluorogenic cleavage;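 active = inhibition above the campaign mean inhibition over all tested compounds plus 3 SD, cut at about 28% in these data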;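 note: 0% = plate median of test compound wells and 100% = 2 mM ZnCl2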
IDE inh: inhibits human insulin-degrading enzyme in HEK cells; FAbetaB cleavage, fluorescence polarization; P14735; 0.41% of 320,000 active; inhibition, % at 5.59 µM;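 active = percent inhibition above the average of all tested compounds plus 3 SD, set per screening campaign, cut at about 16% in these data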;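 note: IDE supplied by intact live HEK cells; FP after avidin binding of uncleaved biotin substrate so inhibition keeps polarization high; 0% = DMSO wells and 100% = 60 µM reference IDE inhibitor Ii1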
Target sequence (P14735 whole entry, looked up): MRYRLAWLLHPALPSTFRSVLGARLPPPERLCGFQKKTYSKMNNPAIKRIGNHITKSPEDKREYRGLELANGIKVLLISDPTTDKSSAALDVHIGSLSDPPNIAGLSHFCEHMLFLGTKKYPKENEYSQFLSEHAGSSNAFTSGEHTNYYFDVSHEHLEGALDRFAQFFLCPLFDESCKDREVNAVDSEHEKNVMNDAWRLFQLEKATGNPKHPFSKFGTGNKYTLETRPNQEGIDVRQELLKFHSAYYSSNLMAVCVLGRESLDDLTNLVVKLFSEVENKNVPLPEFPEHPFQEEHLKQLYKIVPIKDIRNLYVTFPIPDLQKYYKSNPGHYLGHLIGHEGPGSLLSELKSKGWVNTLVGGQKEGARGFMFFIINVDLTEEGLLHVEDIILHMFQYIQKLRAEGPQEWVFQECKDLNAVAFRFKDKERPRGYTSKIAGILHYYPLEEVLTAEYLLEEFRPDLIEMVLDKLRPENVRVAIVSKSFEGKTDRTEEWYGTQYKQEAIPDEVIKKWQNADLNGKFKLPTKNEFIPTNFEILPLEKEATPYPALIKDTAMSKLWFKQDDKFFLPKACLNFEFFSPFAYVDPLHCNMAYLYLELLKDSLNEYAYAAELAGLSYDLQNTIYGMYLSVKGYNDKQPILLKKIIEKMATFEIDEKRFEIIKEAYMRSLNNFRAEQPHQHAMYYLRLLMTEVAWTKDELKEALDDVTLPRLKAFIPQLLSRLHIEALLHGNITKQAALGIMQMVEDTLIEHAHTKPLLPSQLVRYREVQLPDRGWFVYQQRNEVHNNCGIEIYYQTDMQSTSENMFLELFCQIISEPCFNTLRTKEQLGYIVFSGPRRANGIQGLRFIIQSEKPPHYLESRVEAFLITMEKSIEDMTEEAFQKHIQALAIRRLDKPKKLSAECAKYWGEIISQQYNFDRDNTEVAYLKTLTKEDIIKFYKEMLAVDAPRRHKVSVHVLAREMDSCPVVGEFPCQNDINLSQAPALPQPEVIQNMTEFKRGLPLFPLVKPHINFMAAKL
SUMO HTRF inh: blocks human SUMOylation mediated by UBC9; inhibition, % at 35 µM; HTRF SUMOylation assay, SAE1/SAE2 + UBC9, in vitro; P63279; 0.36% of 290,000 active; AID 2006; in the data active = inhibition above about 50%, passing the limit was not always enough; inconclusive = no clear call, values can overlap the other calls; note: strong numbers were not always called active
MEKK3 PB1 HTS: MEKK3-MEK5 PB1 interaction, increase or decrease; Q99759; bead-based flow cytometry, Alexa488-MEK5 binding to MEKK3; actives lie on both sides; 0 = blocked by unlabeled MEK5, 100 = vehicle; binding response (% of control), % at 10 µM; 1.4% of 290,000 active;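 active = binding response more than 3 SD above or below the average of its plate-row segment, actives on both sides; inconclusive = wells at one plate position flagged as instrument error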;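 note: Alexa488 bead fluorescence after subtracting the streptavidin-only scavenger bead signal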
MEKK2 WT-MEK5: raises or lowers MEK5 binding to wildtype human MEKK2 PB1 domain | Q9Y2U5 | bead flow cytometry, Alexa488-MEK5 binding to MEKK2 WT; actives lie on both sides | binding response (% of control), % at 10 µM | 1.1% of 290,000 active | AID 1531; in the data active = binding response below about 67% or above about 130%; inconclusive = no clear call, values can overlap the other calls; inactive = in between
IDE act: activators of human insulin-degrading enzyme in cells; activation, % at 5.96 µM; P14735; HEK cells, FAbeta-B cleavage, fluorescence polarization; 0% vehicle, 100% cell-free pure enzyme wells; 0.073% of 340,000 active;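 active = activation above the mean of all tested compounds plus 3 SD, set per screening campaign, cut at about 17% in these data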
MEKK2mut PB1 HTS: signal of MEK5 binding to mutant human MEKK2 PB1 domain; 0.35% of 290,000 active; percent response, % at 10 µM; bead flow cytometry, Alexa488-MEK5 binding to MEKK2 mutant; in the data active = percent response above about 24%, passing the limit was not always enough; note: inactives centre near 1; some results filed as inactive read as strong as hits; reference of the scale not given here
p-CIP stab down: compounds decreasing mouse p/CIP protein stability; F442A p/CIP-EGFP cells, EGFP fluorescence, 16 h; decrease of EGFP signal, % at 10 µM; 0.01% of 290,000 active;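 active = EGFP signal decrease of at least 30% at 10 µM or well 3 SD below plate mean, unless failing retest; inactive = the rest, including hits failing retest or dose response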; note: some compounds called inactive have numbers as strong as hits; many of its hits are not listed in these tables
NALP1 inh: blocks the NALP1 inflammasome reconstituted in yeast; S. cerevisiae NALP1/ASC/caspase-1 growth, X-gal OD620, 72 h; inhibition, % at 10 µM; 0.61% of 280,000 active; in the data active = inhibition mostly above about 24%, no sharp cut-off; inactive = mostly below about 32%; note: some compounds called inactive have numbers as strong as hits
* marks the source's active call; other numbers are inactive results; u = inconclusive; x = not tested or not shown. This is a subset. The share of hits here may be higher or lower than overall.

SMILES | M18AAP inhibitor | IDE inh | SUMO HTRF inh | MEKK3 PB1 HTS | MEKK2 WT-MEK5 | IDE act | MEKK2mut PB1 HTS | p-CIP stab down | NALP1 inh
Cc1nn(C(C)C(=O)NNC(=S)Nc2ccc(Cl)cc2)c(C)c1[N+](=O)[O-] (stereo not given) | 3 | -3 | -36 | 99 | 99 | 5 | 3 | -2 | 2
O=C(CCNC(=O)c1ccccc1)OCC(=O)c1ccccc1 | -5 | 4 | 16 | 108 | 102 | 4 | -2 | -9 | 9
Cc1ccc(CN(C)C(=O)c2ccccc2Oc2ccccc2)o1 | -58 | 5 | 12 | 102 | 96 | -2 | -2 | -4 | -7
CCOC(CNC(=O)c1ccc(CNC(=O)c2ccc(OC)c(OC)c2)cc1)OCC | 4 | -6 | -5 | 105 | 96 | 3 | -10 | 10 | -18
C=CCSC1=N/C(=C\c2cc(OCC)c(OC(C)=O)c([N+](=O)[O-])c2)C(=O)S1 | 38* | 6 | 37 | 90 | 87 | 0 | -3 | -14 | -22
C=CCN(C(=O)CSc1nc2[nH]ncc2c(=O)n1-c1ccccc1OC)c1ccccc1 | 12 | 18* | -4 | 107 | 105 | -13 | -2 | 4 | 0
NS(=O)(=O)c1ccc(NC(=S)N2CCN(c3ccccc3Cl)CC2)cc1 | 6 | -3 | 2 | 99 | 100 | 1 | -1 | -7 | 26
CCN(CC)C(=O)CSc1nnc(CNc2ccc(F)cc2)n1-c1ccccc1 | -3 | -1 | 4 | 84 | 95 | 4 | -2 | 3 | 4
COc1cccc(-c2cc(C(=O)N3CCN(S(=O)(=O)c4ccc(Br)cc4)CC3)[nH]n2)c1 | 4 | 0 | 8 | 103 | 100 | -1 | 3 | 0 | 1
CCOc1ccc(CNC23CN4CN(CN(C4)C2)C3)cc1 | 3 | -5 | -11 | 100 | 100 | 5 | 2 | -2 | -22
COc1cccc(NC(=O)C(Cc2ccccc2)NC(=O)C2CCC(C)CC2)c1 (stereo not given) | -3 | -14 | -14 | 95 | 92 | 3 | -1 | 4 | 17
O=C(OCCN1CCN(C2=NS(=O)(=O)c3ccccc32)CC1)c1cccc(Br)c1 | 0 | 1 | 9 | 102 | 97 | -2 | 2 | -8 | 14
O=c1[nH]cnc2c1sc1nc(-c3ccccc3)c3c(c12)CCCC3 | 2 | 3 | -3 | 97 | 87 | 1 | -3 | -9 | 23
O=C(Nc1cccnc1)c1cc(F)cc(F)c1 | 5 | -5 | 7 | 96 | 99 | 5 | -3 | 10 | -10
O=C(CCCc1ccccc1)N=C1SC2CS(=O)(=O)CC2N1c1ccccc1F (stereo not given) | -2 | 4 | -10 | 104 | 105 | 5 | 8 | 1 | 15
CC(C)(C)c1ccc(CN2N=Nc3ccccc3S2(=O)=O)cc1 | 2 | -4 | 3 | 100 | 101 | 1 | 7 | -1 | 12
CCC(NS(=O)(=O)c1ccc(OC)cc1)C(=O)NCCc1ccccc1 (stereo not given) | -11 | -3 | 23 | 106 | 107 | -6 | 5 | -7 | 9
Cc1cc(N2CCOCC2)nc(SCC(=O)OCc2ccccc2)n1 | -3 | 2 | -3 | 103 | 102 | 3 | 11 | 12 | -3
Cc1ccc(S(=O)(=O)CCC(=O)Nc2nc(-c3ccncc3)cs2)cc1 | 3 | 2 | 7 | 108 | 110 | 7 | 11 | -3 | 3
CC(C)(C)n1ncc2c(=O)n(Cc3c(F)cccc3Cl)cnc21 | -6 | -3 | -2 | 100 | 98 | -3 | 0 | -16 | 17
CC(=O)Nc1ccc(S(=O)(=O)N2CCN=C2c2ccccc2)cc1 | -10 | -4 | -7 | 90 | 96 | 3 | -10 | 5 | 9
COC(=O)c1ccc(NC(=O)c2c(Br)cnn2C)cc1 | 2 | 1 | 12 | 105 | 102 | -4 | 5 | -1 | 17
c1ccc2c3c(cc(N4CCOCC4)c2c1)OC1(N2CCOCC2)CCCCC1O3 (stereo not given) | 2 | 4 | 70 | 104 | 99 | -1 | 2 | -10 | 6
CCn1nnc2sc3c(c2c1=O)CCC(C)C3 (stereo not given) | -7 | 2 | 10 | 101 | 104 | 4 | 2 | 0 | 12
CCc1ccccc1NC(=O)c1cccc(N2C(=O)C3C4CCC(C4)C3C2=O)c1 (stereo not given) | -4 | 7 | -6 | 94 | 97 | 4 | -1 | -5 | 18

4 entries picked at random from those above:
SMILES | M18AAP inhibitor | IDE inh | SUMO HTRF inh | MEKK3 PB1 HTS | MEKK2 WT-MEK5 | IDE act | MEKK2mut PB1 HTS | p-CIP stab down | NALP1 inh
COc1cccc(NC(=O)C(Cc2ccccc2)NC(=O)C2CCC(C)CC2)c1 (stereo not given) | -3 | -14 | -14 | 95 | 92 | 3 | -1 | 4 | 17
COC(=O)c1ccc(NC(=O)c2c(Br)cnn2C)cc1 | 2 | 1 | 12 | 105 | 102 | -4 | 5 | -1 | 17
C=CCN(C(=O)CSc1nc2[nH]ncc2c(=O)n1-c1ccccc1OC)c1ccccc1 | 12 | 18* | -4 | 107 | 105 | -13 | -2 | 4 | 0
CC(=O)Nc1ccc(S(=O)(=O)N2CCN=C2c2ccccc2)cc1 | -10 | -4 | -7 | 90 | 96 | 3 | -10 | 5 | 9

The list goes on.
SMILES | M18AAP inhibitor | IDE inh | SUMO HTRF inh | MEKK3 PB1 HTS | MEKK2 WT-MEK5 | IDE act | MEKK2mut PB1 HTS | p-CIP stab down | NALP1 inh
CCC12CC3CC(C1)CC(C(=O)NNC(N)=O)(C3)C2 | 0 | 0 | 14 | 128* | 122 | 3 | 18 | 0 | 16
CCC(CC)C(=O)NCCCN1CCOCC1 | -15 | -2 | 0 | 86 | 87 | 3 | -4 | -7 | 22
Cc1ccc(-n2nc(CC#N)c(C#N)c2N)cc1Cl | -8 | 2 | 4 | 97 | 99 | 3 | 13 | -11 | 35
CC(=O)Nc1ccc(S(=O)(=O)N(C)c2ccc(OCC(=O)OCC(=O)Nc3ccc(OC(F)F)cc3)cc2)cc1 | -5 | -1 | -12 | 99 | 104 | 4 | 5 | -17 | x
Cc1cc(N=Cc2c(O)n(-c3ccc(C)c(C)c3)c(=O)c3ccccc23)no1 | 2 | x | 5 | 101 | 103 | x | -1 | 0 | 31
CC1(C)C(=O)Nc2ccccc2N1C(=O)COC(=O)Cn1cnc2ccccc2c1=O | -1 | 1 | -3 | 104 | 92 | -1 | 1 | 4 | -3
COc1ccc(CC(=O)N2CCc3cc(OC)c(OC)cc3C2)cc1 | -6 | 3 | -1 | 101 | 103 | 0 | 6 | 0 | 14
COc1ccc(/C(C)=N/NC(=O)c2ccccc2N)cc1 | -3 | -6 | 10 | 104 | 107 | 4 | -1 | 4 | -12
Cc1ccc2nc(C)cc(C(=O)N/N=C/c3ccncc3)c2c1 | 3 | 1 | 6 | 98 | 102 | -8 | 3 | -1 | 10
Cc1ccsc1/C=N/n1c(-c2ccccn2)n[nH]c1=S | 7 | 11 | 18 | 96 | 97 | 1 | -1 | -5 | 67
CCCCC(=O)NC(NC(=S)N1CCOCC1)C(Cl)(Cl)Cl (stereo not given) | 0 | 5 | 18 | 104 | 103 | 6 | 3 | -16 | 22
COC(=O)C(O)(CC(=O)Nc1ccc(C)c(F)c1)C(F)(F)F (stereo not given) | -4 | 3 | 12 | 76 | 76 | 7 | -10 | 7 | 3
COc1ccc(C(=O)Nc2cc(OC)nc(OC)n2)cc1 | 6 | -1 | u | 102 | 105 | 7 | 10 | 11 | 11
COc1ccc(N2CCN(C(=O)CNS(=O)(=O)c3ccc(C)c(C)c3)CC2)cc1 | -13 | 2 | 0 | 94 | 88 | 4 | -8 | -12 | 15
Nc1nc(C2CC(=O)OC23CCCCC3)cs1 (stereo not given) | 5 | 6 | 1 | 109 | 101 | 5 | 3 | 5 | 16
O=C(NCc1ccc2c(c1)OCO2)C1CCCN1C(=O)Nc1cccc(F)c1 (stereo not given) | -14 | 2 | 13 | 100 | 101 | 3 | 4 | -11 | 15
Cc1[nH]c2ccc(C(=O)NC3CCC(C)CC3)cc2c1C (stereo not given) | 7 | 11 | 6 | 104 | 103 | 4 | 4 | -15 | 9
COc1ccc(C[C@H]2CN3C(=NC[C@@H]3Cc3ccccc3)N2CCNC(=O)CCC2CCCCC2)cc1 | 1 | 1 | 7 | 110 | 179* | 13 | 40 | -12 | 20
CCOC(=O)c1ccc(NC(=O)CN2C(=O)CNC2=O)cc1 | -1 | -1 | -12 | 109 | 107 | -7 | 4 | 8 | 5
CCOC(=O)C1C(=O)NC(c2ccccc2)=NC1c1ccc(Cl)cc1 (stereo not given) | -5 | -2 | -1 | 97 | 93 | 3 | -5 | -5 | 32
COC(=O)c1ccc(C(=O)OC)c(NC(=O)C2CCCO2)c1 (stereo not given) | -18 | -6 | 12 | 103 | 101 | -3 | 2 | -8 | x
COc1ccc(N(CCCN2C(=O)c3cccc4cccc(c34)C2=O)C(=O)c2ccncc2)cc1 | 4 | 4 | 6 | 126 | 112 | 3 | 0 | 0 | 0
C[C@@H](NC(=O)[C@@H]1Cc2ccccc2CN1C(=O)OC(C)(C)C)C(=O)NC1CCCC1 | 0 | 2 | -7 | 91 | 87 | 8 | -9 | -7 | 20
COc1ccc(CC(C)Nc2cccc(SC)c2)cc1 (stereo not given) | 5 | x | 7 | 100 | 101 | 1 | -1 | -5 | 8
COC(=O)c1ccccc1NC(=O)NC1CCN(Cc2ccccc2)CC1 | 0 | 2 | -8 | 100 | 102 | 9 | 6 | -16 | 23
Following part.
SMILES | M18AAP inhibitor | IDE inh | SUMO HTRF inh | MEKK3 PB1 HTS | MEKK2 WT-MEK5 | IDE act | MEKK2mut PB1 HTS | p-CIP stab down | NALP1 inh
CC(Oc1ccccc1)C(=O)Nc1ccc(S(=O)(=O)N2CCOCC2)cc1 (stereo not given) | 2 | -2 | 18 | 105 | 106 | 2 | 6 | -4 | 14
CC(C1CC1)N(C(=O)NC1CCS(=O)(=O)C1)c1ccccc1 (stereo not given) | 1 | -1 | 8 | 99 | 102 | 9 | -1 | -8 | 18
COc1ccc(N=C2SC(C(=O)O)CC(=O)N2C)cc1 (stereo not given) | 0 | 3 | 5 | 100 | 97 | -3 | -2 | -8 | 5
CCOc1cc(C(=S)N2CCOCC2)ccc1OC(=O)c1cccc(C)c1 | 8 | 3 | -8 | 103 | 98 | -1 | 14 | -13 | 4
O=C(NNC(=S)NC(=O)c1cn(-c2ccccc2)nc1-c1ccccc1)c1ccncc1 | 10 | 4 | -101 | 108 | 104 | 2 | 7 | 17 | -19
COC(=O)c1c(NC(=O)c2ccco2)sc2c1CCC2 | -2 | 6 | 16 | 103 | 98 | 11 | 5 | -1 | 2
COc1ccc(OC)c(NC(=O)c2cccc(S(=O)(=O)N(Cc3ccccc3)c3ccccc3OC)c2)c1 | 0 | 0 | 7 | 106 | 108 | 7 | 3 | 4 | 18
Cc1cc(C)nc(NC(=O)CSc2nn(-c3ccccc3)c(=S)s2)n1 | 3 | 1 | 13 | 102 | 100 | -2 | 3 | 0 | -4
N#CCN1C(=S)N=C(Nc2cccc(Cl)c2)C12CCCCC2 | 2 | -1 | 13 | 101 | 100 | 2 | 0 | -20 | -1
O=C(Nc1ccc(NS(=O)(=O)c2ccccc2)cc1)c1cccnc1 | -1 | -1 | 13 | 91 | 86 | -1 | -11 | -5 | 10
COc1ccccc1Nc1nc2ccccc2n1C | -8 | -5 | -5 | 100 | 101 | 4 | 5 | 6 | 6
O=S(=O)(NCc1ccc2c(c1)OCO2)c1cccc2cccnc12 | 3 | 4 | 14 | 89 | 93 | 4 | -2 | -4 | 30
CN(C)c1ccc(C(=O)NCc2ccc3c(c2)CCO3)cc1 | 1 | 0 | 3 | 100 | 101 | x | 4 | 3 | 11
CCOc1ccccc1NC(=O)CSc1nc2ccccc2nc1N1CCCC1 | 12 | -2 | 6 | 100 | 91 | 5 | -4 | -4 | 8
